Source: PubChem BioAssay
PfHsp40 yeast = compounds rescuing yeast from Plasmodium falciparum HSP40 toxicity. actives 0.68% (n = 340,000). S. cerevisiae expressing PfHsp40, growth rescue, ATP luminescence. AID 504582. growth rescue, % at 12.5 µM; in the data active = growth rescue above about 28%, passing the limit was not always enough; inconclusive = no clear call, values can overlap the other calls;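 also: yeast W303a lacking pdr1 and pdr3 grown in galactose medium; growth measured after three days at 30 °C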
FadD28 binding = blocks FadD28 binding to the bisubstrate probe. AID 588549. inhibition, % at 12.5 µM. actives 0.22% (n = 360,000). fluorescence polarization; in the data active = inhibition above about 8.5%, passing the limit was not always enough; inconclusive = no clear call, values can overlap the other calls
TcdB inh = blocks C. difficile toxin B glycohydrolase activity. P18177. TcdB glycohydrolase enzymatic assay, plate reader. inhibition, % at 9.99 µM. actives 0.24% (n = 350,000); in the data active = inhibition above about 10%
Target sequence (P18177 whole entry, looked up): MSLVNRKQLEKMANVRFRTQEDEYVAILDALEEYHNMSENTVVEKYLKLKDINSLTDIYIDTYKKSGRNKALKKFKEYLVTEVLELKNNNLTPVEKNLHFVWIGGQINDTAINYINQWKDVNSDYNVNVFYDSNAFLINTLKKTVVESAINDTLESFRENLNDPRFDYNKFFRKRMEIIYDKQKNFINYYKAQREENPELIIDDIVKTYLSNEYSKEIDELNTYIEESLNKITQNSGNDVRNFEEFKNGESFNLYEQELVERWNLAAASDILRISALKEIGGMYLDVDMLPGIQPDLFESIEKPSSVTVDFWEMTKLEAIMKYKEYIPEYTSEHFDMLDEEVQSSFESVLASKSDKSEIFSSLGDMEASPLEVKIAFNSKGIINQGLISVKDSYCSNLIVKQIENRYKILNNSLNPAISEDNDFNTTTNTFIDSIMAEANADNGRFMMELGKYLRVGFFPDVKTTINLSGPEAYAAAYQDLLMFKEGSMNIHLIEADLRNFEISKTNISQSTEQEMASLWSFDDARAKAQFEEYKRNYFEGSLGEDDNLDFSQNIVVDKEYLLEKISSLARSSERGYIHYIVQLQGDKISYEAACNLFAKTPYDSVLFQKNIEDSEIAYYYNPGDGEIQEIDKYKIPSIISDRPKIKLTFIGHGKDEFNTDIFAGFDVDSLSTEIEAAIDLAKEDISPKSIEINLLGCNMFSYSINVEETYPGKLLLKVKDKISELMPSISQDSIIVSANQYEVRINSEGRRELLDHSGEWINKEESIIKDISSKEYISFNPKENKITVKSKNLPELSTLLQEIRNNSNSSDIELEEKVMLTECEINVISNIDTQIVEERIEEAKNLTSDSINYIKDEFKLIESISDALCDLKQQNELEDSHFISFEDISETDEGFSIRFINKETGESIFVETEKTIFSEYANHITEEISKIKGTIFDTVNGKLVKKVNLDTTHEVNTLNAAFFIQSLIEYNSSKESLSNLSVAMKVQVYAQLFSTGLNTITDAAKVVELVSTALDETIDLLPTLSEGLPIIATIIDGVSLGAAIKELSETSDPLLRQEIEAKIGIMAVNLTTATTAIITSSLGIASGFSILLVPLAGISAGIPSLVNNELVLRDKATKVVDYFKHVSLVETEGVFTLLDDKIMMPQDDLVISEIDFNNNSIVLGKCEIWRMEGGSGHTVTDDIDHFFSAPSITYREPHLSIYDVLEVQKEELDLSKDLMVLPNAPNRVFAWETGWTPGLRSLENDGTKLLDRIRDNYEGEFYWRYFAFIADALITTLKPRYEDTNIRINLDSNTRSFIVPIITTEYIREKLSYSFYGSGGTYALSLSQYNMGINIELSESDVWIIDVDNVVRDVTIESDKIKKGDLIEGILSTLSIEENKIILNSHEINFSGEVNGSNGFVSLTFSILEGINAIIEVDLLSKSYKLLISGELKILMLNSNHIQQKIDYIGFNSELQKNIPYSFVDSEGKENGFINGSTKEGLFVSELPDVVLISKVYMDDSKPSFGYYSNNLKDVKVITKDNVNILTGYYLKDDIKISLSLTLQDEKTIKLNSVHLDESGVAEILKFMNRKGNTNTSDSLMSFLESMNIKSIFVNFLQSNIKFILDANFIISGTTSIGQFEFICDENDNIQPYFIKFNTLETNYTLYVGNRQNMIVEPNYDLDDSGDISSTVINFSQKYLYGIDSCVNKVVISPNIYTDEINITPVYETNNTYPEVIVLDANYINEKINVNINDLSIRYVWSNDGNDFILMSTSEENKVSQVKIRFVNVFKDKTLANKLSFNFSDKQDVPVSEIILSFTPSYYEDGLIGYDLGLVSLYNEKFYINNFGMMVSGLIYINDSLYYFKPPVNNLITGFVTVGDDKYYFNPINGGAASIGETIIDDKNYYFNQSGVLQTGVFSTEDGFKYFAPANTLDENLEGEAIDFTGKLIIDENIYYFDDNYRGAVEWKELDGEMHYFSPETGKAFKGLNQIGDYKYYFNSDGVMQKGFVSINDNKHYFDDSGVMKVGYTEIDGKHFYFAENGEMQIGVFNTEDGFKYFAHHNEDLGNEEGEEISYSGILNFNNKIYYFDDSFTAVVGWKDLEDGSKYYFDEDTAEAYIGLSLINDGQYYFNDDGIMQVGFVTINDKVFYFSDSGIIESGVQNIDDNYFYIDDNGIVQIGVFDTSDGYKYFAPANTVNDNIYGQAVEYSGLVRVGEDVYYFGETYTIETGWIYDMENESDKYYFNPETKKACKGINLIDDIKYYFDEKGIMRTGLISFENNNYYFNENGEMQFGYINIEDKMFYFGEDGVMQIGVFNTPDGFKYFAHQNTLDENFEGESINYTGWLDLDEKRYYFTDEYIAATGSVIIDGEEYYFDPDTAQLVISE
PrPC TRFRET = cell surface PrPC inhibition, primary TR-FRET screen; TR-FRET read-out; inhibition, % at 13.8 µM; P04156; actives 0.43% (n = 370,000); in the data active = inhibition above about 24%; also: 0% = median of the test wells and 100% = reference compound wells
Y pestis TopoI = inhibitors of Yersinia pestis topoisomerase I. Y. pestis Topo-I cleavage product accumulation, plate reader. activity, % at 10 µM. actives 0.064% (n = 360,000). AID 504884; in the data active = activity above about 50%, passing the limit was not always enough; inconclusive = no clear call, values can overlap the other calls; also: inactives centre near 2
BoNT-A LC inh2 = blocks Botulinum neurotoxin A light chain protease; inhibition, % at 10 µM; actives 0.17% (n = 360,000); multiplex microsphere protease substrate cleavage, flow cytometry; AID 588499; also: plate controls were buffer without enzyme for full effect and enzyme alone for no effect
CCHFV vOTU inh = CCHFV vOTU protease inhibition; Pep-AMC fluorescence; inhibition, % at 11.5 µM; actives 0.55% (n = 370,000); in the data active = inhibition above about 30%; also: 0% = vehicle wells with enzyme and 100% = no enzyme wells
BoNT-F LC inh = inhibitors of Botulinum neurotoxin F light chain protease. Multiplex microsphere protease cleavage assay, flow cytometry. actives 0.22% (n = 360,000). inhibition, % at 10 µM; in the data active = inhibition above about 35%, passing the limit was not always enough; inconclusive = no clear call, values can overlap the other calls; also: plate controls were buffer without enzyme for full effect and enzyme alone for no effect
Anthrax LF prot = inhibitors of Bacillus anthracis lethal factor protease. actives 0.12% (n = 360,000). AID 588501. inhibition, % at 10 µM. multiplex microsphere protease cleavage assay, LF. P15917; also: plate controls were buffer without enzyme for full effect and enzyme alone for no effect
An asterisk follows results filed as active; ? = inconclusive; · = not tested or not shown; & = joins results of further samples. Rule as the data show it, unless noted: active = inhibition above about 30%; inconclusive = no clear call, values can overlap the other calls; inactive = below that.

SMILES | PfHsp40 yeast | FadD28 binding | TcdB inh | PrPC TRFRET | Y pestis TopoI | BoNT-A LC inh2 | CCHFV vOTU inh | BoNT-F LC inh | Anthrax LF prot
O=C(O)CC(C(=O)Nc1ccc(F)cc1)C1CCCO1 (configuration not stated) | -0.4 | -2.3 | 1.1 | -4 | 2 | -1.7 | 9 | -13 | -4
CC(C)(C)NC(=O)C(c1cccnc1)N(C(=O)c1ccc(Cl)nc1)C1CCCC1 (configuration not stated) | -0.1 | -0.4 | 1.6 | 2 | 4 | 1.1 | 4 | 2 | -6
O=C(NNC1CC(=O)N(c2ccc(F)cc2)C1=O)c1cccnc1 (configuration not stated) | -0.5 | -2.0 | -3.7 | -3 | 7 | -5.3 | 4 | ? | -16
COc1ccc(Cl)cc1NC(=O)CN1CCC(NC(=O)C2CC2)CC1 | -0.4 | -2.0 | 1.6 | -5 | -4 | -3.6 | 9 | -20 | 11
CCC(C)C1/C=C\CC(NC(=O)OCC2c3ccccc3-c3ccccc32)CC(=O)N1Cc1ccccc1 (configuration not stated) | -1.3 | -1.3 | · | · | 40 | -0.3 | · | -4 | -5
CC(=O)N1CCCc2cc(S(=O)(=O)N3CCc4ccccc4C3)ccc21 | -0.2 | -0.6 | · | -2 | 4 | -0.9 | 2 | -21 | -4
CCCN(CCC)CCNc1c(NC2CCN(C(=O)OCC)CC2)c(=O)c1=O | -1.1 | -0.9 | -3.7 | -3 | -11 | 0.6 | -1 | 3 | 4
Cc1ccc(NS(=O)(=O)c2ccc3c(c2)NC(=O)C(C)C(=O)N3)c(Cl)c1 (configuration not stated) | -0.7 | 0.6 | -12 | 11 | -1 | -1.0 | 0 | -10 | -9
Cc1cc(NC(=O)c2ccc3[nH]c(C)c(C)c3c2)ccn1 | 0.2 | 0.6 | 0.3 | 11 | -16 | -3.0 | 15 | 1 | 11
CCN(c1ccccc1)S(=O)(=O)c1cccc(C(=O)OCc2nc3sc(C)c(C)c3c(=O)[nH]2)c1 | 3.9 | -0.4 | 0.3 | -8 | 30 | 0.4 | 2 | 4 | -1
Cc1ccc2nsnc2c1NC(=O)c1ccc([N+](=O)[O-])o1 | -1.0 | 0.8 | · | · | 13 | 1.7 | · | 2 | 10
O=C(CCn1c(=S)[nH]c2ccccc2c1=O)Nc1ccc(F)cc1 | 0.2 | -1.5 | 0.1 | 6 | 0 | 0.5 | 10 | 2 | 0
CCOC(=O)C1=C(C)Nc2ccccc2N=C1NC(=O)Cc1ccc(Cl)c(Cl)c1 | -1.2 | -0.8 | -1.6 | 0 | 1 | 0.3 | -4 | -1 | -3
CCOc1ccc(C2=CC(=O)C[C@H](c3ccc(OC)cc3)C2)cc1 | 9.0 | 0.7 | 0.8 | -7 | 7 | -0.5 | 5 | 4 | -3
CCCCn1c(SCC(=O)N(C)C2CCS(=O)(=O)C2)nc2cc(S(N)(=O)=O)ccc21 (configuration not stated) | 1.0 | -3.8 | 2.2 | 4 | 0 | 0.4 | 6 | -3 | -2
CCCCN(CC)Cc1c(C)[nH]c2ccccc2c1=O | 0.0 | -0.7 | · | -9 | 3 | 0.0 | -1 | -10 | -1
CN(C)c1ccc(NC(=O)CN2CCc3ccccc3C2)cc1 | 0.8 | 0.1 | 0.3 | 5 | 4 | 4.7 | -5 | -33 | -9
CNS(=O)(=O)c1cc(-c2nnc(N3CCOCC3)c3ccccc23)ccc1C | -0.1 | -2.7 | 3.1 | 0 | -1 | 0.0 | -8 | -2 | 4
CN(C(=O)COC(=O)c1ccc(S(=O)(=O)N2CCCC2)cc1)c1ccccc1 | -0.6 | 1.4 | 0.2 | -4 | 9 | -0.8 | 9 | -3 | -6
CCN1CCN(C(=O)Cc2coc3ccc4ccccc4c23)CC1 | -1.1 | -1.5 | · | 2 | 10 | 0.1 | -2 | -10 | 3
CC1CC1C(=O)OCC(=O)Nc1cccc([N+](=O)[O-])c1 (configuration not stated) | 7.5 | -3.2 | 1.4 | -4 | 0 | -0.2 | 3 | -2 | -7
O=C1NC(=O)C2(CCCc3c([N+](=O)[O-])cccc32)N1 (configuration not stated) | · | -0.3 | 0.1 | -12 | 4 | -0.4 | 8 | -1 | -2
CC(C)OCCCNC(=O)CN1C(=O)COc2ccc(S(=O)(=O)N3CCCCCC3)cc21 | -1.7 | -2.0 | 0.9 | 2 | -15 | -0.4 | -3 | -10 | -4
CNC(=S)NNC(=O)c1sc2cc(C(F)(F)F)cnc2c1-c1ccccn1 | -0.4 | -1.9 | 1.5 | 6 | -13 | 1.8 | -3 | 6 | 3
COc1ccc(OC)c(/C=N/n2c(COc3ccccc3)n[nH]c2=S)c1 | 3.2 | -0.4 | -2.5 | -9 | 1 | -1.7 | -5 | -6 | -17

2 compounds picked at random from the list so far, as already listed:
SMILES | PfHsp40 yeast | FadD28 binding | TcdB inh | PrPC TRFRET | Y pestis TopoI | BoNT-A LC inh2 | CCHFV vOTU inh | BoNT-F LC inh | Anthrax LF prot
Cc1ccc(NS(=O)(=O)c2ccc3c(c2)NC(=O)C(C)C(=O)N3)c(Cl)c1 (configuration not stated) | -0.7 | 0.6 | -12 | 11 | -1 | -1.0 | 0 | -10 | -9
O=C(NNC1CC(=O)N(c2ccc(F)cc2)C1=O)c1cccnc1 (configuration not stated) | -0.5 | -2.0 | -3.7 | -3 | 7 | -5.3 | 4 | ? | -16

(further entries)
SMILES | PfHsp40 yeast | FadD28 binding | TcdB inh | PrPC TRFRET | Y pestis TopoI | BoNT-A LC inh2 | CCHFV vOTU inh | BoNT-F LC inh | Anthrax LF prot
CC1Cc2ccccc2N1C(=O)CSc1ncccc1C(=O)O (configuration not stated) | -1.0 | -4.5 | · | -1 | 3 | 0.6 | 12 | -1 | 2
OCCNCC(O)Cn1c2ccccc2c2ccccc21 (configuration not stated) | 0.5 | -0.9 | 1.4 | 0 | -3 | -1.7 | -12 | 3 | -2
CCOC(=O)C(C)N1C(=O)S/C(=C/c2cc(C)n(-c3ccncc3)c2C)C1=O (configuration not stated) | 1.1 | -2.2 | 0.3 | -8 | -1 | 0.2 | -3 | -1 | -2
CC(C)CN1CCC(C(=O)NCC2CCCO2)CC1 (configuration not stated) | 1.2 | 1.1 | · | 12 | 0 | 0.1 | -4 | -1 | -6
CCn1cc(C(=O)NCc2cccc(F)c2)c(=O)c2cc(F)c(N3CCN(C(=O)c4ccco4)CC3)cc21 | 0.4 | -6.4 | · | -3 | 7 | -0.6 | -2 | -5 | -8
CC(C)(C)c1ccc(-c2nc(C=O)c3ccccn23)cc1 | -0.1 | -2.3 | · | -40 | 8 | ? | 13 | 21 | 21
O=C(NCc1ccccn1)C(=O)NCC(c1ccco1)N1CCOCC1 (configuration not stated) | -0.9 | -1.2 | -0.1 | -4 | 1 | 0.6 | -8 | 0 | -3
CC(=O)c1cccc(-n2c(CCC(=O)O)ccc2-c2ccc(C)cc2)c1 | 0.2 | 2.6 | -0.4 | · | 10 | -3.4 | · | -21 | -4
N/N=C(\c1ccccc1)c1cc(Br)ccc1N | -1.4 | -1.8 | 0.0 | 8 | -10 | -3.0 | -7 | -5 | -23
CC1CCCCC1NC(=O)C1CCN(C(=O)NC2CCCCC2)CC1 (configuration not stated) | -0.2 | 0.9 | · | -2 | 2 | 0.5 | -10 | -12 | -3
Cc1cc(C)nc(SCc2ccc(C(=O)N/N=C3\CCCC(=O)C3)cc2)n1 | -1.4 | -2.1 | 0.1 | -5 | 2 | -0.1 | -1 | 2 | -4
C=CCn1c(SCC(=O)Nc2ccccc2)nnc1-c1cccc(S(=O)(=O)N2CCOCC2)c1 | 0.9 | -0.9 | · | 0 | 17 | -0.1 | 9 | 1 | 1
Cc1cc(C(=O)O)c(C)n1Cc1ccncc1 | -1.0 | -0.1 | 0.3 | -2 | 2 | ? | 2 | ? | -1
COc1ccc(S(=O)(=O)N(C)C[C@H]2Oc3ccc(NC(=O)CCC(F)(F)F)cc3C(=O)N([C@H](C)CO)C[C@@H]2C)cc1 | -0.3 | 1.6 | 0.3&1.2 | -7 | 25 | -0.4 | -2 | 1 | 0
CN(C)CCNC(=O)Cn1ccc2cc(S(=O)(=O)N3CCCCCC3)ccc21 | 1.3 | -2.6 | -0.9 | -1 | 4 | 0.1 | 14 | -5 | -4
CCN1C(=O)/C(=C2\C=Cc3cc(C)ccc3N2CC)OC1=S | 0.8 | 0.0 | · | 6 | -7 | -0.8 | -6 | -4 | -3
CC(O)(CS(=O)(=O)Cc1ccc(Cl)cc1)C(=O)Nc1cccc(C(F)(F)F)c1 (configuration not stated) | -0.5 | -1.0 | 2.6 | · | -11 | -0.6 | · | -7 | -4
Cn1c(=O)c2sccc2n2c(CCCC(=O)N3CCN(c4ccccn4)CC3)nnc12 | 1.1 | -1.1 | 0.1 | -3 | -2 | 0.1 | -1 | -3 | -3
CCn1cc[n+](C)c1P(c1ccccc1)c1ccccc1 | 2.1 | -0.2 | 0.5 | 7 | 6 | 0.5 | 5 | 4 | -1
Cc1ccc(NC(=O)c2cnc(SCC(=O)NCC3CCCO3)n(C)c2=O)cc1 (configuration not stated) | 7.3 | -0.2 | -1.5 | 5 | -14 | -2.5 | 0 | -11 | 1
CC(C)(C)OC(=O)[C@H](Cc1ccccc1)NC(=O)c1nc[nH]c1C(=O)N1CCN(C(=O)OC(C)(C)C)CC1 | 1.2 | -3.5 | 3.6 | 13 | 25 | -0.2 | 19 | -7 | 0
COCCCNC(=O)Cn1c(=O)n(Cc2ccc(F)cc2)c(=O)c2sccc21 | -0.6 | -3.3 | · | · | -4 | -2.3 | · | -17 | -8
COc1ccc(C(=O)Nc2ccc(N3CCCC3)cc2)cc1Br | -1.6 | -1.7 | -2.0 | 9 | -12 | -3.6 | 4 | ? | -29
CC(=O)Nc1c(O)nc(SCc2ccc(Cl)cc2)[nH]c1=O | -1.2 | 0.5 | · | -6 | 9 | 0.4 | -23 | 3 | 1
O=C(NN=Cc1ccc([N+](=O)[O-])cc1)c1ccncc1 | -1.9 | 0.3 | 1.0 | -16 | -3 | -0.3 | -2 | 7 | 4

Look-ups from the entries so far.
`Cn1c(=O)c2sccc2n2c(CCCC(=O)N3CCN(c4ccccn4)CC3)nnc12` – TcdB inh: 0.1
`CCn1cc(C(=O)NCc2cccc(F)c2)c(=O)c2cc(F)c(N3CCN(C(=O)c4ccco4)CC3)cc21` – CCHFV vOTU inh: -2
`CN(C)CCNC(=O)Cn1ccc2cc(S(=O)(=O)N3CCCCCC3)ccc21` – CCHFV vOTU inh: 14
`COc1ccc(C(=O)Nc2ccc(N3CCCC3)cc2)cc1Br` – TcdB inh: -2.0

Later entries:
SMILES | PfHsp40 yeast | FadD28 binding | TcdB inh | PrPC TRFRET | Y pestis TopoI | BoNT-A LC inh2 | CCHFV vOTU inh | BoNT-F LC inh | Anthrax LF prot
COc1ccc(CCNC(=O)C(=O)NCc2ccccn2)cc1 | -0.5 | 0.5 | -0.1 | 4 | -9 | 0.8 | -5 | 2 | -6
Cc1cccc(OCCCC(=O)Nc2ccc3c(c2)OCO3)c1 | 0.9 | -4.4 | · | 7 | 5 | 0.8 | -12 | -9 | 0
CC(C)(CCl)C(=O)Nc1ccc(Sc2ccc(F)cc2)cc1 | -1.0 | -5.2 | · | 5 | 8 | 0.3 | 5 | 1 | -2
Cc1ccc(S(=O)(=O)n2[nH]c(=O)cc2N)cc1 | -2.3 | -2.0 | -1.0 | 2 | 9 | 0.1 | 6 | 11 | -2
NC(=O)C1CNc2ccccc2O1 (configuration not stated) | 0.5 | -2.5 | · | 4 | -3 | 0.2 | 9 | 9 | -1
Nc1ccnn1-c1ccccc1 | -0.6 | -3.7 | 0.9 | 10 | 1 | -1.1 | 2 | 10 | 0
CCOC(=O)c1c(NC(=O)COC(=O)c2ccccn2)sc2c1CCC2 | -1.3 | 3.5 | -0.7 | 4 | 12 | 0.5 | -6 | 0 | 0
COc1ccccc1N1C(=NC(=O)CCC2CCCC2)SC2CS(=O)(=O)CC21 (configuration not stated) | -0.6 | -1.3 | 0.9 | 2 | 1 | -2.4 | 12 | -14 | -1
COc1cccc(N/N=C(\C#N)S(=O)(=O)C(C)(C)C)c1 | -0.2 | 1.7 | -0.2 | -4 | 4 | 0.9 | 17 | 1 | 0
CCN(C(=O)CSc1cc(C)c2ccccc2n1)C1CCS(=O)(=O)C1 (configuration not stated) | 1.3 | -1.4 | 2.5 | 2 | 12 | -0.5 | 3 | 4 | -10
Brc1ccc([C@H]2CN3CCSC3=N2)cc1 | -0.8 | -4.1 | 0.6 | -4 | -7 | 0.1 | -6 | -1 | 4
